PPARg SRC-2 ag: PPARgamma-driven SRC-2 recruitment agonism; PPARgamma LBD-SRC-2 recruitment, biochemical; 200,000 compounds, 0.34% hits; P37231; AID 1032; activation, % at 8 µM; in the data active means activation above about 22%;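 further: 0% = vehicle and 100% = reference agonist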
Target sequence (P37231 whole entry, looked up, the tested form may be a part): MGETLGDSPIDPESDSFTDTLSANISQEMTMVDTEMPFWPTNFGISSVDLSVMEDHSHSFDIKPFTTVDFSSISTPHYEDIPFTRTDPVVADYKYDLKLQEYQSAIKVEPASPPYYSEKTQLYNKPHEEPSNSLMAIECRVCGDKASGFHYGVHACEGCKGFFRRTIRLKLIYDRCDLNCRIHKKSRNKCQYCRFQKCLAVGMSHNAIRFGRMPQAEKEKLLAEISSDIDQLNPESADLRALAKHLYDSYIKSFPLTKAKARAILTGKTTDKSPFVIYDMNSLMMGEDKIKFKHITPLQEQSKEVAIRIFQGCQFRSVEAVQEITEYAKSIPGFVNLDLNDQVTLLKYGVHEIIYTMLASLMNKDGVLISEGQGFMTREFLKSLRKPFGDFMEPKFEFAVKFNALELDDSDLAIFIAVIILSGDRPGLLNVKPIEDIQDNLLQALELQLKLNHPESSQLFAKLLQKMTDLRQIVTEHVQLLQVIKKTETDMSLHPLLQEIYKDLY
S1P3 antag: antagonists of human S1P3 receptor; Q99500; CHO S1P3 NFAT-BLA reporter, FRET fluorescence, antagonist mode; inhibition, % at 4.98 µM; 170,000 compounds, 0.27% hits; AID 485;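 active means inhibition above the plate cutoff, the mean inhibition of test wells on that plate plus 3 SD, cut at about 28% in these data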;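 further: cells challenged with S1P at its EC80 of 0.8 µM; blue over green emission ratio from cleaved BLA substrate after 4 h stimulation; 0% = S1P-stimulated wells and 100% = unstimulated DMSO-only wells; some compounds past the cut are filed as inactive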
Target sequence (Q99500 whole entry, looked up): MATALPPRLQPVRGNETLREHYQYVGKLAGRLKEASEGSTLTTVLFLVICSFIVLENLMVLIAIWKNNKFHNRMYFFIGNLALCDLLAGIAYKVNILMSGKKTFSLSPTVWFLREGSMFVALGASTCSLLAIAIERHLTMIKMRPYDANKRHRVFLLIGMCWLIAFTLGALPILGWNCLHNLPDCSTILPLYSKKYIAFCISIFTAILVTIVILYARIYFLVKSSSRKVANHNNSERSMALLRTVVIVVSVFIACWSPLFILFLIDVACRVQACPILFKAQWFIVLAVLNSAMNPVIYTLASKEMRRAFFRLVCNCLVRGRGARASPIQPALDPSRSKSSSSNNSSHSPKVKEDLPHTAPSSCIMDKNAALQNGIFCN
TR-FRET SRC-2 ct: flags TR-FRET format artefacts in PPARgamma SRC-2 recruitment agonist screen. 200,000 compounds, 0.4% hits. AID 1049. TR-FRET artefact counter-screen; active compounds read high. TR-FRET ratio at 8 µM; in the data active means TR-FRET ratio above about 2000; further: inactives centre near 1500
TLR4 MyD88 comp: blocks binding of human TLR4 to MyD88 | O00206+Q99836 | HeLa CL3-4 TLR4/MyD88 BLA complementation, FRET ratio | inhibition, % at 8.4 µM | 200,000 compounds, 0.18% hits | AID 861; in the data active means inhibition above about 25%;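 further: 0% = vehicle and 100% = reference inhibitor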
PPARg SRC-3 ag: PPARgamma-driven SRC-3 recruitment agonism; activation, % at 8 µM; 200,000 compounds, 0.26% hits; P37231; biochemical PPARgamma/SRC-3 coactivator recruitment assay; in the data active means activation above about 23%;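 further: 0% = DMSO and 100% = reference agonist; some compounds past the cut are filed as inactive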
STAT3 inh: STAT3 signaling inhibition; U3A cells, IL-6 STAT3-luciferase reporter, luminescence; host cell line lacks STAT1; inhibition, % at 5.5 µM; 190,000 compounds, 0.89% hits;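 active means inhibition above the mean inhibition across all screened compounds plus 3 SD, cut at about 44% in these data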;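 further: 0% = DMSO only wells and 100% = 100 µM nifuroxazide control wells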
ROMK mod: human ROMK K+ channel modulation, primary screen. P48048. Tet-inducible ROMK, thallium flux fluorescence; actives lie on both sides. B-score at 10 µM. 130,000 compounds, 2% hits;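 active means signal ratio slope over the read window, or its plate-corrected B-score, at least 3 SD from the plate mean, either direction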;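 further: B-score of the F/F0 ratio slope over 7 to 12 s after thallium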
STAT1 inh: STAT1 signaling inhibition. NIH 3T3 STAT1-luciferase reporter, IFN-gamma, luminescence. inhibition, % at 5.5 µM. 200,000 compounds, 0.35% hits. AID 920;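 active means inhibition above a set limit, the mean inhibition across all tested compounds plus 3 SD, cut at about 34% in these data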;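 further: 0% = IFN-gamma with DMSO and 100% = IFN-gamma with 300 µM nifuroxazide; values of inactives mirror those of a sister screen read the other way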
PPARg SRC1 recr: PPARgamma-driven SRC-1 recruitment agonism; P37231; 200,000 compounds, 0.41% hits; activation, % at 8 µM; PPARgamma-SRC-1 coactivator recruitment biochemical assay; in the data active means activation above about 19%;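 further: 0% = DMSO and 100% = reference agonist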
RAM network inh: blocks the yeast RAM network; S. cerevisiae dse1pr::URA3 reporter, 5-FOA growth OD615, 2 d; analog-sensitive cbk1-as2 kinase mutant strain; inhibition, % at 50 µM; 190,000 compounds, 1.8% hits;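 active means inhibition above a set limit, 3 SD over mean compound inhibition, cut at about 8.4% in these data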;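 further: 0% = DMSO-only wells with no growth and 100% = 10 µM 1-NA-PP1 full growth; inhibition rescues growth on 5-FOA so higher OD means more RAM inhibition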
STAT3 act: activators of IL-6 induced STAT3 signaling; U3A cells, IL-6 STAT3-luciferase reporter, luminescence; 100% = signal with IL-6 EC80 alone; activation (% of control), % at 5.6 µM; 190,000 compounds, 0.91% hits;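 active means activation above the screen-wide mean of compound activation plus 3 SD, cut at about 130% in these data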;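 further: 0% = background luminescence of wells with medium and substrate only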
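Test system: human U3A cells carrying STAT3-luciferase construct; control set: IL-6-only wells as 100% reference; timing: compound pre-incubation 1 h before IL-6, then 6 h stimulation at 37 °C; also added: IL-6 stimulus at 33 ng/mL final; evaluation: % activation versus median of IL-6-stimulated wells; detection: reporter luminescence signal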
The depositor's hits bear a star; · = no result given. Rows were taken by chance. About 5.6% of those tested had a hit in this group.

SMILES	PPARg SRC-2 ag	S1P3 antag	TR-FRET SRC-2 ct	TLR4 MyD88 comp	PPARg SRC-3 ag	STAT3 inh	ROMK mod	STAT1 inh	PPARg SRC1 recr	RAM network inh	STAT3 act
Cc1cc(N2CCN(c3ccccn3)CC2)n2c(nc3ccccc32)c1C#N	-4	-20	1544	-7	-9	4	0.59	1	0	-0.4	101
O=C(Nc1ccccc1N1CCOCC1)c1ccc2c(c1)OCO2	1	8	1495	-2	-4	16	0.84	0	-5	1.1	88
Cc1cc(=O)[nH]c(N/N=C/c2ccccn2)n1	-5	3	1504	3	0	8	-0.017	-14	1	-0.1	91
CCOc1ccc(S(=O)(=O)NC(Cc2cnc[nH]2)C(=O)O)cc1 (stereo unspecified)	-6	-11	1322	8	1	15	-0.31	3	0	-0.2	94
O=c1c2cc(Cl)ccc2[nH]c(=S)n1Cc1cccs1	3	7	1522	-3	3	-6	-0.4	7	3	5.8	103
CCCCNc1c(N)n(CC(C)C)c(=O)[nH]c1=O	7	2	1552	12	5	-2	-0.26	2	3	1.5	107
COC(=O)c1cccc(-n2cnnn2)c1	-1	·	1562	-7	3	7	·	2	-3	0.5	97
COC(=O)n1c(=O)oc2cc(S(=O)(=O)N3CCCCC3)ccc21	-3	2	1476	10	-4	11	·	7	-3	0.0	100
CCN1CCN(c2nc(-c3ccccn3)nc3ccccc23)CC1	6	·	1665	-11	0	-1	·	4	10	0.9	104
Cc1cc(Cl)c(S(=O)(=O)NCC2CCCO2)cc1OCC(N)=O (stereo unspecified)	-1	2	1382	12	-15	4	·	-6	11	-1.2	96
COC(=O)Nc1ccc(OCc2ccccc2)cc1	11	-4	1523	-4	-3	-1	·	-28	6	1.4	102
CCC(=O)N1CCN(c2ccc(NC(=O)c3ccco3)cc2)CC1	-2	-5	1528	-6	3	4	-0.74	-18	7	1.8	98
Cc1ccc2[nH]c(=O)c(-c3noc(C(C)C)n3)cc2c1	-8	11	1507	12	-10	19	·	7	1	-0.2	88
O=C(/C=C/Nc1ccc([N+](=O)[O-])cc1Br)c1cccc2ccccc12	6	6	1656	-4	2	-10	0.028	5	10	6.7	109
CC1(C)CC(=O)C2=C(C1)NC(SCC(=O)Nc1ccccc1)=C(C#N)C21CCCCC1	2	-13	1677	9	16	1	-0.028	13	7	4.6	102
Cc1ccc(-c2csc3nc(C)n(-n4cccc4)c(=O)c23)o1	13	-18	1489	-8	3	9	-0.023	6	1	4.0	97
O=S(=O)(NCCC1=CCCCC1)c1cccc2nsnc12	1	-13	1556	-1	-5	0	·	10	0	1.1	103
CCN(CC)S(=O)(=O)c1ccc2[nH]cc(C(=O)NCCC3=CCCCC3)c(=O)c2c1	-2	·	1406	-1	-4	19	-0.34	3	-1	2.2	85
CSc1nc(NC(C)=O)nc(C)c1Cl	5	·	1522	8	5	10	0.012	-3	1	0.9	95
COC(=O)CC1C(=O)NCCN1C(=O)CSc1nc2ccc([N+](=O)[O-])cc2s1 (stereo unspecified)	1	3	1458	9	5	13	0.25	0	8	1.1	95

Individual results from the list:
Under STAT1 inh, COC(=O)CC1C(=O)NCCN1C(=O)CSc1nc2ccc([N+](=O)[O-])cc2s1 (stereo unspecified) reads 0
Under STAT3 inh, CSc1nc(NC(C)=O)nc(C)c1Cl reads 10

(continued)
SMILES	PPARg SRC-2 ag	S1P3 antag	TR-FRET SRC-2 ct	TLR4 MyD88 comp	PPARg SRC-3 ag	STAT3 inh	ROMK mod	STAT1 inh	PPARg SRC1 recr	RAM network inh	STAT3 act
Cc1c(Oc2ccc(C(F)(F)F)cc2[N+](=O)[O-])ccc2c3c(c(=O)oc12)CCC3	0	4	1471	4	-4	-6	0.43	-5	-4	4.7	108
O=C(NCc1ccc(Cl)s1)c1cc(COc2c(F)cccc2F)on1	-2	11	1646	-4	0	5	0.9	-2	3	9.1*	101
N#CCc1ccc(C(=O)c2ccccc2)s1	11	·	1661	3	8	16	·	-11	3	0.7	92
O=C1N=C(N2CCN(c3ccccc3)CC2)SC1Cc1ccccc1 (stereo unspecified)	-2	-9	1601	9	-1	-1	·	-2	-4	-0.6	103
O=C(COC(=O)c1ccc(NS(=O)(=O)c2cccs2)cc1)Nc1nc2c(F)c(F)c(F)cc2s1	2	0	1581	-1	1	7	1.4	-7	3	3.8	98
CC(C)C(=O)Nc1ccc(NC(=O)c2cccs2)cn1	10	-9	1412	-6	1	10	·	-16	6	0.7	96
NC(=O)C1(N2CCCCC2)CCN(C(=S)Nc2ccc(Cl)cc2)CC1	5	·	1659	3	9	11	·	-4	4	0.8	96
Cc1ccc2nsnc2c1S(=O)(=O)NC1CC1	3	·	1636	-8	-2	-4	·	-5	2	1.4	104
CCOc1ccc(C(C)C)cc1S(=O)(=O)n1ccnc1C	2	10	1549	6	8	11	-0.33	6	6	0.7	95
COc1cccc(NC(=O)/C=C/c2ccccc2[N+](=O)[O-])c1	5	9	1599	-19	2	-14	-0.28	-61	0	3.0	110
COc1ccccc1OCC(=O)N1CC2(C)CC1CC(C)(C)C2 (stereo unspecified)	-1	·	1468	-8	-3	3	-0.54	-3	-1	-0.7	102
COc1ccc(/C=C/C(=O)OCC(=O)Nc2ccc(N3CCOCC3)cc2)cc1	9	-12	1757	-8	1	4	-0.75	-1	1	1.2	104
COc1ccc(NC(=O)C(c2ccccc2)c2ccccc2)cn1	12	8	1674	-7	4	16	-0.84	5	6	1.5	91
Fc1ccc(Br)cc1C1C=C(c2ccc(Br)cc2)Nc2ncnn21 (stereo unspecified)	-6	·	1229	1	-9	27	0.4	0	2	3.7	81
CCN(CC)CCn1c(OC)cc(=O)[nH]c1=O	0	8	1458	-14	2	8	·	0	6	0.9	95
COc1ccccc1C(CNC(=O)c1ccc(S(=O)(=O)NCc2ccco2)cc1)N(C)C (stereo unspecified)	-7	-5	1612	-3	3	1	0.18	-1	-6	0.1	97
CCN(CC)C(=O)C1CCCN(C/C(C)=C/c2ccccc2)C1 (stereo unspecified)	-1	6	1611	7	-7	6	-0.12	-3	-1	0.5	99
Cc1nnc(SCC(=O)Nc2cc(C(F)(F)F)ccc2N2CCOCC2)o1	-8	2	1504	-3	-16	2	-0.073	0	-2	-0.2	99
CCOc1cc(C)c(Cl)cc1S(=O)(=O)NCc1ccc2c(c1)OCO2	6	21	1556	-11	18	12	0.29	5	-2	3.9	93
CCN(c1ccc(NC(=O)COC(=O)CCc2nc3ccccc3n2-c2ccccc2)cc1)C(C)C	-2	0	1555	12	6	-2	-0.98	1	8	1.7	103
CN(CC(=O)Nc1ccccc1Br)c1ncnc2sccc12	-3	-7	1558	11	-3	5	0.0052	14	-3	5.0	96
COc1ccc(C(C(=O)NC2CCCC2)N(Cc2ccc(F)cc2)C(=O)c2ccn[nH]2)cc1OC (stereo unspecified)	4	·	1649	-6	-12	12	·	4	0	-0.6	99
Cc1nc2cc(NC(=O)N3CCN(c4ccccn4)CC3)ccc2o1	8	11	1594	-3	1	3	·	-4	-1	1.9	101
CCOc1ccc(OCCOCCNCCOC)cc1	0	-5	1526	7	3	-7	0.18	-6	-1	0.3	104
O=c1c2cn[nH]c2nc(SCc2ccc3c(c2)OCCO3)n1-c1ccccc1	-4	·	1517	-4	5	12	0.098	-7	0	4.6	95
Nc1ccc2nc(NC(=O)C3CCCCC3)sc2c1	-3	13	1528	-3	-2	4	0.36	-49	0	0.4	101
COc1ccc(C(=O)c2c(C)c3ccccc3n2CC(O)CNC(C)C)cc1 (stereo unspecified)	0	-5	1477	11	-2	-7	-1.1	1	3	0.3	107
CC(C)(C)OC(=O)N1CCCC1C(=O)NC(Cc1ccccc1)C(=O)O (stereo unspecified)	-1	-3	1187	-7	9	0	·	2	-5	1.4	101
Cc1ccc(C2C(C#N)=C(N)SC(N)=C2C#N)c(C)c1	-1	-17	1712	-3	7	9	·	11	2	0.8	96
COc1ccc2c(Cl)c(-c3nnc(SCC(N)=O)n3C)sc2c1	-3	-12	1540	-7	1	16	·	17	6	2.6	94

Only PPARg SRC-2 ag (2 entries from above):
compound	PPARg SRC-2 ag
O=C(Nc1ccccc1N1CCOCC1)c1ccc2c(c1)OCO2	1
COc1ccc(NC(=O)C(c2ccccc2)c2ccccc2)cn1	12

Continuation.
SMILES	PPARg SRC-2 ag	S1P3 antag	TR-FRET SRC-2 ct	TLR4 MyD88 comp	PPARg SRC-3 ag	STAT3 inh	ROMK mod	STAT1 inh	PPARg SRC1 recr	RAM network inh	STAT3 act
Cc1ccc(S(=O)(=O)NC2(C(F)(F)F)C(=O)Nc3c2c(=O)[nH]c(=O)n3-c2ccccc2)cc1 (stereo unspecified)	10	-8	1652	-2	3	-9	-0.44	6	6	2.5	105
Cc1ccc(S(=O)(=O)NC(CC(=O)O)c2ccco2)cc1 (stereo unspecified)	-6	·	1414	-13	-8	9	0.47	-3	1	0.7	94
COc1ccc(C2CC(c3ccc4ccccc4c3OC(C)=O)=NN2C(=O)/C=C/c2ccccc2)cc1 (stereo unspecified)	6	-6	1780	-19	3	-6	-0.92	6	3	6.6	106
COc1ccc(S(=O)(=O)CCC(=O)N2CC(=O)N(CCc3ccccc3)C(=O)C2)cc1	7	-3	1588	10	-1	2	·	6	-3	1.3	104
N#Cc1nc(-c2ccco2)oc1NCCN1CCOCC1	3	-11	1598	5	-3	4	-0.02	-13	2	0.1	100
CCOC(=O)NC(=O)CSc1nc2ccc(C)cc2[nH]1	6	-20	1440	-18	-1	-6	-0.21	-16	3	0.7	106
CCOC(=O)c1cncc(C(=O)O)c1	5	·	1437	-5	1	3	·	-2	6	1.3	101
O=S(=O)(Nc1nc2c(s1)CCCC2)c1ccc2ccccc2c1	13	·	1549	-5	6	6	-0.78	-4	-3	5.3	99
CC(C)(C)CC(=O)NCc1ccc(F)cc1	-15	·	1450	3	1	6	-0.25	0	-3	-1.4	96
COc1ccc(C(c2sc3ncnn3c2O)N2CC(C)OC(C)C2)cc1OC (stereo unspecified)	6	-9	1678	1	9	-5	·	-2	2	1.5	112
CN(C)S(=O)(=O)c1cccc(NC(=S)NCCCn2ccnc2)c1	3	6	1555	-13	5	18	-0.28	1	6	1.4	92
O=C(CC1S/C(=N/N=C/c2c[nH]c3ccc(OCc4ccccc4)cc23)NC1=O)Nc1ccccc1 (stereo unspecified)	17	-3	1751	1	4	8	1.2	17	10	3.0	92
COc1ccc(/C=C2\CCCC3C2=NN(C(=O)CSc2n[nH]c(N)n2)C3c2ccc(OC)cc2)cc1 (stereo unspecified)	1	-5	1662	7	-1	3	-0.98	-4	1	2.9	99
O=c1c(Cl)c(Cl)cnn1Cc1nnc(-c2ccc(Cl)cc2)o1	5	0	1551	5	3	17	-0.54	11	1	3.7	88
CCOC(=O)C1=C(C)NC(=O)NC1c1ccc(-c2ccccc2F)o1 (stereo unspecified)	8	-19	1530	-11	3	0	-0.29	-1	8	6.0	101
O=C(CCl)Nc1ccc(-c2ccccc2)cc1	-9	-16	1401	-13	-4	31	-2	33	-3	1.9	78
